Source: PubChem (National Center for Advancing Translational Sciences (NCATS))
Casp7 inh = allosteric or competitive inhibitors of human caspase-7 | P55210 | recombinant caspase-7, Ac-DEVD-AFC fluorescence rate | Potency, µM (series often up to 57.5 µM), without a hit: at the top dose activity change, negative = inhibition, hits mostly inhibitors | AID 889 | 75,000 compounds, 0.02% hits; active means well fitted inhibition curve with a large enough effect in the main read-out, with a control signal flat, not every such curve was filed as active; inconclusive means small, poorly fitted or top-dose-only effect, or a change in a side signal; further: potency means the concentration at half of the fitted maximal effect; % of control where 0% means no effect
Target sequence (P55210 24-198 limits assumed): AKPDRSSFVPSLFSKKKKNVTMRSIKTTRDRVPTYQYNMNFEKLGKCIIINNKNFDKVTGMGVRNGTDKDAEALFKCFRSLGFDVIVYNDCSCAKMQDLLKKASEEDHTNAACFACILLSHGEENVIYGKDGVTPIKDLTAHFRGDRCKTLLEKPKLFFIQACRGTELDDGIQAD
Target sequence (P55210 207-303 limits assumed): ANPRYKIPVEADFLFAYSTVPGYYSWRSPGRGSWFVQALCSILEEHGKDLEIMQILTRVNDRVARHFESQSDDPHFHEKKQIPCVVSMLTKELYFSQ
4-MU autofl = compound fluoresces in the 4-MU spectral region. compound autofluorescence, 340/450 nm, 4-MU equivalents; stronger effect = higher value. max dye-equivalent concentration, M. 59,000 compounds, 11% hits; in the data active means max dye-equivalent concentration above about 10 nM; inconclusive means mostly about 1.1 nM to 9.6 nM
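Compounds in 100 mM Tris, pH 8.0, sat 15 min at room temperature before fluorescence was read at 340 nm excitation/450 nm emission; a per-plate six-point 4-MU standard curve converted signals to dye-equivalent concentration at each compound concentration.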
BRCT inh red = inhibitors of human BRCA1 BRCT-phosphoprotein interaction (red fluorophore); P38398; BRCT-phosphopeptide binding, red fluorescence polarization; Potency, µM (highest dose often 76.9 µM), for the others: top-dose activity change, negative = inhibition, most hits filed as inhibitors; 75,000 compounds, 0.03% hits; further: on the % scale 0 is the no-effect control and ±100 the full control effect
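Rhodamine-labelled pBACH1 10-mer (100 nM) bound to BRCT domain (100 nM) at pH 7.3; compounds incubated 12 min room temperature, polarization read. Free peptide defines full inhibition; unlabelled decapeptide titrated as control.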
TexasRed autofl = compound fluoresces in the Texas Red spectral region; Compound fluorescence, Texas Red channel, 547/618 nm; stronger effect = higher value; max dye-equivalent concentration, M; 59,000 compounds, 0.06% hits; AID 587; in the data active means max dye-equivalent concentration above about 10 nM; inconclusive means between about 1.1 nM and that limit
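Pin-transferred compounds and Texas Red standards go into 100 mM Tris buffer, pH 8.0. After 15 min at room temperature, plates are imaged with 547/618 nm filters. Each value is a dye-equivalent concentration derived from the per-plate dye curve.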
A350 fluor = A350 region autofluorescence; Compound autofluorescence, 340/450 nm, Alexa 350 dye-equivalents; stronger effect = higher value; 59,000 compounds, 11% hits; AID 590; max dye-equivalent concentration, M; in the data active means max dye-equivalent concentration above about 10 nM; inconclusive means mostly about 1.1 nM to 9.6 nM
Caspase-1 inhib = caspase-1 (human) inhibition, allosteric or competitive. P29466. Caspase-1 enzyme, Ac-WEHD-AFC fluorogenic rate. Potency, µM (top dose mostly 57.5 µM), for the others: at the highest dose activity change, negative = inhibition, most hits filed as inhibitors. 75,000 compounds, 0.03% hits;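 further: potency means the concentration at half of the fitted maximal effect; plate controls were vehicle for no effect and no substrate for full effect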
Target sequence (P29466 120-297 limits assumed): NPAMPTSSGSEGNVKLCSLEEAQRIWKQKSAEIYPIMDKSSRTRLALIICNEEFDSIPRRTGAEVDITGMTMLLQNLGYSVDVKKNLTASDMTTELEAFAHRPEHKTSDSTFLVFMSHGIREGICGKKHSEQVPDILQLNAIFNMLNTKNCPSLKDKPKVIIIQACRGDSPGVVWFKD
Target sequence (P29466 317-404 limits assumed): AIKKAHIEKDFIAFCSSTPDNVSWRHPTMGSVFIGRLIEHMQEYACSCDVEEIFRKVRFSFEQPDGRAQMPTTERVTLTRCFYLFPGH
Rhodamine fluor = rhodamine region autofluorescence; Rhodamine-region fluorescence, 547/598 nm, Tris buffer; stronger effect = higher value; max dye-equivalent concentration, M; 59,000 compounds, 0.05% hits; AID 594; in the data active means max dye-equivalent concentration above about 11 nM; inconclusive means between about 1.1 nM and that limit
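Read-out is relative fluorescence at 547 nm excitation and 598 nm emission, expressed as dye-equivalent concentration using rhodamine standards on every plate. Each compound was profiled across a concentration series after 15 min in 100 mM Tris, pH 8.0.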
BRCT inh green = blocks human BRCA1 BRCT binding to phosphopeptide, green readout. Potency, µM (top dose mostly 76.9 µM), for inactives: at the top dose activity change, negative = inhibition, usual class: inhibitors. 75,000 compounds, 0.05% hits. AID 875. BRCA1 BRCT-phosphopeptide binding, green fluorescence polarization;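 further: potency means the concentration at half of the fitted maximal effect; plate controls were peptide without protein for full effect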
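Fluorescence polarization: His-tagged BRCT (~35 kDa BRCA1 C-terminus, 250 nM) bound to 100 nM fluorescein-labeled phosphorylated 10-aa BACH1 peptide, pH 7.3 phosphate buffer with DTT and Tween 20. Compounds incubated 12 min at room temperature; inhibition read as lowered polarization.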
USP2a inhib = USP2a (human) protease inhibition; O75604; USP2a enzymatic assay, qHTS inhibition; Potency, µM (series often up to 38.3 µM), inactives show at the highest dose activity change, negative = inhibition, actives largely listed as inhibitors; 60,000 compounds, 0.1% hits;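 further: potency means the concentration at half of the fitted maximal effect; nearly all actives have a fitted effect of over 60% in size; plate controls were DMSO for no effect and NEM full inhibition control for full effect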
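Inhibition is measured in a cell-free coupled assay with 20 nM USP2 core, 20 nM Ub-PLA2 and 20 uM NBD C6-HPC, 2.5 h incubation. Activity normalized to NEM control.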
HEK293 cAMP ctrl = raises cAMP in parental HEK293 cells, TSHR agonist counter-screen; parental HEK293 CNG cAMP sensor, membrane potential fluorescence; 73,000 compounds, 2.5% hits; Potency, µM (series often up to 57.1 µM), inactives show top-dose activation, hits mostly activators; AID 938; further: potency means the concentration at half of the fitted maximal effect; % of control where 0% means no effect; nearly all actives have a fitted effect of over 55% in size
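Counterscreen for endogenous-receptor signalling: CNG-channel HEK 293 cells report cAMP rise by membrane depolarization. After 60 min dye equilibration with 100 uM RO 20-1724, compounds incubated 30 min before bottom-read fluorescence at 590 nm.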
Fluorescein autfl = compound fluoresces in the fluorescein spectral region. Compound autofluorescence, 480/540 nm, fluorescein-equivalent; stronger effect = higher value. 59,000 compounds, 0.91% hits. AID 593. max fluorescein-equivalent concentration, M; in the data active means max fluorescein-equivalent concentration above about 10 nM; inconclusive means between about 1.1 nM and that limit
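In this qHTS profile, compound fluorescence was measured with a 480 nm/540 nm filter pair following a 15-min room-temperature incubation in 100 mM Tris (pH 8.0). A six-point fluorescein series on each plate served for normalization.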
Numbers without * were called inactive; i = inactive; ? = inconclusive; / = no result given; & = joins results of further samples; [ ] = another dose, or the depositor's remark. Unless noted, the call rests on the fitted dose curve; in most records, active means well fitted curve in the direction sought with a large enough effect; inconclusive means small, poorly fitted or top-dose-only effect, or another doubt; inactive means no such curve, though single readings can be large; an effect the other way counts as inactive or inconclusive.

smiles,Casp7 inh,4-MU autofl,BRCT inh red,TexasRed autofl,A350 fluor,Caspase-1 inhib,Rhodamine fluor,BRCT inh green,USP2a inhib,HEK293 cAMP ctrl,Fluorescein autfl
CN1CCN(c2nc3cc(C(F)(F)F)ccc3n3cccc23)CC1,1%&1%,?,0.2%&-0.7%,?,i,-1%&0%,i,-1.2%&-1.7%,29%,?,i
COC(=O)c1cc(NC2c3ncccc3C(=O)N2Cc2ccccc2)cc(C(=O)OC)c1 (stereo unspecified),?,?,1.5%,i,?,-1%,i,1.1%,14%,15%,i
Nc1ncnc2c1ncn2[C@H]1O[C@@H](CO)[C@@H](O)[C@H]1N,1%[11.5 µM],i,-0.4%[15.4 µM],i,i,1%[11.5 µM],i,0.1%[15.4 µM],/,2%[11.4 µM],?
CCOC(=O)C1CCN(Cc2ccc(F)cc2)CC1,-1%,i,0.3%,i,i,-3%,i,-1.9%,-4%,25%,i
Cc1nnc(SCC(=O)N2CC(=O)Nc3ccccc32)n1-c1ccccc1,0%,?,-0.8%,i,?,3%,i,-3.7%,1%,4%,i
O=C(Nc1ccc2c(c1)OCO2)c1cc(C2CC2)on1,-3%,/,-0.3%,/,/,-2%,/,-1.9%,/,7%,/
CCc1ccc(NC(=O)CSc2nnc(-c3cnccn3)n2Cc2ccco2)cc1,-1%,i,0.8%,i,i,-6%,i,0.5%,10%,16%,i
CC(C)C(=O)N[C@@H]1CCCN1C(=O)/C=C\c1ccccc1,1%[11.5 µM],/,-1.4%[15.4 µM],/,/,-1%[11.5 µM],/,-2.2%[15.4 µM],/,1%[11.4 µM],/
COc1ccc(CSC2=C(C#N)C(=O)NC3(CCCCC3)S2)cc1,-2%[11.5 µM],i,-0.7%[15.4 µM],i,i,0%[11.5 µM],i,-0.7%[15.4 µM],/,7%[11.4 µM],i
O=C(Nc1nnc(CCc2ccccc2)s1)c1ccco1,-1%,/,0.5%,/,/,-1%,/,-1.7%,-7%,-7%,/
COC(=O)CCC(NC(=O)c1cc(-c2ccc3c(c2)OCCO3)oc1C)C(=O)OC (stereo unspecified),0%,i,-1.8%,i,i,-2%,i,0.1%,12%,11%,i
CC(C)c1ccc2oc(=O)cc(CN3CCN(c4ccc(F)cc4)CC3)c2c1,-2%,i,0.6%,i,?,-2%,i,1.3%,-9%,18%,?
O=S(=O)(NCC1CCCO1)c1ccc(S(=O)(=O)N2CCc3ccccc3C2)cc1 (stereo unspecified),8%,i,-0.9%,i,?,-1%,i,-1.8%,4%,-1%,?
COc1cc(NC(=O)Cc2ccc(Cl)cc2)ccc1NC(=O)c1ccco1,-3%,?,-1.9%,?,?,-2%,i,-0.7%,11%,-5%,?
O=C1c2ccccc2C(Nc2ccc(F)cc2F)N1CCN1CCOCC1 (stereo unspecified),0%,/,-1.1%,/,/,1%,/,-1.9%,/,-2%,/
CCCOc1ccc(S(=O)(=O)NCCCN2CCOCC2)c2ccccc12,-2%,i,1.5%,i,i,0%,i,-1.3%,20%,?,i
CCn1nnc(NC(=O)c2cc(Cl)c(OC)c(Cl)c2)n1,3%,i,0.6%,i,i,-1%,i,-2.8%,3%,4%,i
CCCCC[C@H](O)/C=C\[C@H]1[C@H](C/C=C\CCCC(=O)O)[C@@H](O)C[C@H]1O (tested in a mixture with another compound),1%[25.7 µM],i,0.0%[34.4 µM],i,i,2%[25.7 µM],i,-0.7%[34.4 µM],-9%[17.1 µM],13µM*,?
CSc1ccc(C2C(C#N)=C(N)Oc3c2ccc(=O)c2c(C)oc(C)c32)cc1 (stereo unspecified),-27%,i,1.2%,i,i,-20%,i,37%[activator],25%,0%,?
CCOC(=O)c1cnc(SCc2ccccc2)nc1N,-1%,i,-1.1%,?,i,1%,i,0.8%,0%,17%,i
Cc1noc(C)c1C(=O)N1CCC[C@@]2(CCN(Cc3cc(C(F)(F)F)cc(C(F)(F)F)c3)C2)C1,-1%,i,-0.7%,i,i,0%,i,-0.3%,108%[activator],1%,i
O=C(NCc1ccco1)c1ccc(COCC(F)(F)F)cc1,-1%,i,1.1%,i,i,0%,i,0.9%,-3%,5%,i
COc1ccc(C2(C(=O)NCC3CCCO3)CCOCC2)cc1 (stereo unspecified),-1%,i,-0.7%,i,i,-1%,i,1.4%,0%,-1%,?
COc1cc(OC)cc(OCC(O)Cn2cnc3cc(C)c(C)cc32)c1 (stereo unspecified),-3%,/,0.1%,/,/,0%,/,0.6%,/,14%,/
Brc1ccc(-c2nc(-c3ccccn3)no2)o1,-2%,/,-2.5%,/,/,-1%,/,1.3%,-1%,9%,/
CCOC(=O)C1=CSC2=NS(=O)(=O)CCN12,-1%,i,0.2%,?,i,1%,i,-0.6%,0%,2%,?
COc1ccc(NC(=O)c2cnc3sccn3c2=O)cc1,-2%,7.8e-08M*,-0.7%,i,7.8e-08M*,-2%,i,-6.8%,3%,3%,?
O=S(=O)(NCc1ccccc1)c1ccc2c(c1)OCCO2,-1%,i,-0.9%,i,i,-3%,i,-2.7%,-1%,-1%,i
CCC(=O)Nc1nnc(Cc2ccccc2)s1,-3%,i,-0.3%,i,i,0%,i,0.8%,-1%,1%,i
COC(=O)c1ccccc1NC(=O)CSc1nc(NC(=O)c2ccccc2)c2c(C)c(C)oc2n1,-2%,?,-0.5%,i,?,0%,i,2.9%,36%[activator],?,?
CCc1ccc2oc(=O)cc(CN3CCN(CCO)CC3)c2c1,-1%,?,0.2%,i,?,1%,i,-0.9%,3%,16%,?
COc1ccc(N(C)C(=O)Nc2ccc3c(c2)nnn3C)cc1,2%,i,-0.4%,i,i,0%,i,-5.6%,-3%,5%,i
O=C(CN1CCCC1)Nc1ccc(NC(=O)Nc2ccccc2Cl)cc1,0%,i,-2.4%,i,i,0%,i,0.4%,15%,-8%,?
CCCCN1CSC(=S)N(Cc2ccccc2)C1,1%[11.5 µM],i,-3.2%[15.4 µM],i,i,-2%[11.5 µM],i,-2.9%[15.4 µM],/,5%[11.4 µM],i
Cc1nnc(SCC2CCCO2)n1-c1ccccc1 (stereo unspecified),0%,i,0.2%,?,i,-1%,i,1.9%,4%,?,i
CC(C)Cc1cc(C(=O)NCc2ccco2)no1,-2%,/,-1.1%,/,/,0%,/,0.2%,/,-2%,/
COc1nccc(Nc2ccccc2)c1C#N,-1%,1.7e-08M*,-0.5%,?,2e-08M*,0%,i,-3.1%,-9%,8%,?
COc1cccc(C(=O)NCC(=O)n2nc(C)cc2C)c1,/,i,/,i,i,/,i,/,/,/,?
Cc1nn(Cc2ccc(Cl)cc2)c(C)c1NC(=O)c1cc(-c2ccco2)on1,-19%,i,2.3%,i,i,-5%,i,16%,45%[activator],13%,?
COc1cccc(NC(=O)Cn2cnc3sc(C)c(S(=O)(=O)N4CCN(C)CC4)c3c2=O)c1,2%,i,-1.0%,i,i,4%,i,-0.3%,5%,4%,i
Cc1noc(C)c1S(=O)(=O)Nc1ccc(C(=O)NC2CCCCC2)cc1,1%,i,0.8%,i,i,-1%,i,4.5%,-4%,11%,i
COc1ccc(S(=O)(=O)Nc2ccc(S(=O)(=O)Nc3nc(C)cc(C)n3)cc2)cc1OC,0%,i,0.3%,?,i,0%,i,-3.8%,-6%,?,i
CC1(C)Cc2nc3sc4c(N(CCO)CCO)ncnc4c3cc2CO1,/,1.7e-07M*,/,?,2e-07M*,/,i,/,/,/,i
CCCCCCN(C(=O)CCCCCN1C(=O)NC(C2CCCCC2)C(C(=O)OCc2ccccc2)=C1C)C(C(=O)NCCCC)c1ccc(OCC(=O)OC)c(C(=O)OC)c1 (stereo unspecified),-3%,/,-0.1%,/,/,-2%,/,7.3%,/,?,/
ON1C(c2ccccc2)CC2(O)c3nonc3CCC12 (stereo unspecified),1%,/,1.0%,/,/,-2%,/,-1.1%,-3%,-2%,/
COCCn1c(SCC#N)nnc1-c1ccccc1O,3%,i,0.0%,i,i,-2%,i,-1.3%,/,9%,i
COc1ccc(/C(O)=C2/C(=O)C(=O)N(CC3CCCO3)C2c2cccc(OC)c2)cc1 (stereo unspecified),-1%,i,0.4%,i,?,0%,i,-2.7%,17%,-4%,?
Cc1cccc(C(=O)N2CCN(C(=O)c3cccc(C)c3)C(C)C2)c1 (stereo unspecified),-1%,/,-0.1%,/,/,0%,/,-1.3%,12%,1%,/
N#CCSc1nnc2c(Cl)cc(Cl)cn12,-2%,?,-4.8%,?,?,2%,i,-6.8%,2%,10%,?

Not all compounds are listed. The share of hits here may be higher or lower than overall.
